Compound activity (PubChem)
Vif-APOBEC3F blk: inhibitors of Vif-A3F interaction. 0.2% of 390,000 active. Potency, µM (series often up to 46.1 µM), without a hit: at the top dose activity, negative = active. HeLa A3F-eYFP + Vif (tagged APOBEC3F with the HIV-1 protein that degrades it), YFP fluorescence increase; also: potency is read from the fitted curve at half-maximal effect; % of control where 0% means no effect; nearly all actives have a fitted effect of over 65% in size
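HeLa cells stably expressing A3F-eYFP plus Vif, plated and incubated overnight at 37 deg C, then exposed to compounds overnight at 37 deg C. Blocked degradation read as raised yellow fluorescence (Ex 488/Em 500-530).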
12-LOX inh: blocks human arachidonate 12S-lipoxygenase | Potency, µM (series often up to 108 µM), inactives show top-dose activity change, negative = inhibition, most hits filed as inhibitors | purified 12hLO, xylenol orange hydroperoxide absorbance | P18054 | 1.1% of 580,000 active; also: potency is read from the fitted curve at half-maximal effect; % is scaled to controls: 0 for no effect and ±100 for the full control effect
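Hydroperoxide product was detected by ferrous iron/xylenol orange as the 573 to 405 nm absorbance ratio. Arachidonic acid at 40 uM (final) was turned over for 30 min at room temperature by 150 nM human 12hLO, pH 7.0 Hepes buffer, after 15 min compound preincubation.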
D2 antagonist: antagonizes the human D2 dopamine receptor. P14416. HEK293 TREx D2 cells, calcium flux, dopamine EC80. inhibition, % at 10 µM. 2% of 340,000 active; in the data active = inhibition above about 30%; also: 0% is about no effect
Target sequence (P14416 whole entry, looked up): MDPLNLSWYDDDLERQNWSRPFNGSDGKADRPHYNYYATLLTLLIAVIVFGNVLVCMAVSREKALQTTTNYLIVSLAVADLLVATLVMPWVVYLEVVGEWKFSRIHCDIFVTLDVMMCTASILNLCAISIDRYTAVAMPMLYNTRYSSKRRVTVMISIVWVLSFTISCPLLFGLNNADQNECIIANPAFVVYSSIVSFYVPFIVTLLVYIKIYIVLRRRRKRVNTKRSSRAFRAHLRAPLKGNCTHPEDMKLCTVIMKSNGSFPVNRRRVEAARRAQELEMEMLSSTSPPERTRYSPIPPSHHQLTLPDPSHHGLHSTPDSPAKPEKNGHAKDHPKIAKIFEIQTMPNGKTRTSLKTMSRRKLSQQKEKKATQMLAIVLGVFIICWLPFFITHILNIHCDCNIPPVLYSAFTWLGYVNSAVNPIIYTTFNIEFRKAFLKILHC
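Measurement of antagonist activity uses fluorescent calcium dye in inducible HEK293 T-REx D2 cells: 10 s baseline, compound addition with 180 s read, EC80 dopamine addition with a further 180 s read.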
LDHA inh: LDHA (human) enzyme inhibition. activity change, % (values are at about 110 or 230 µM). purified LDHA, NADH/diaphorase-resazurin fluorescence; active compounds read low. 0.15% of 480,000 active; in the data active = activity change below about -30%; inconclusive = mostly about -25% to -30%;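 also: plate controls were DMSO wells for no effect and wells without enzyme for full effect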
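Resorufin fluorescence (ex540/em590), read at 0 and 20 min after diaphorase/resazurin addition, reports the NADH left after a 5 min room-temperature reaction of 2 nM human LDH5 with 0.06 mM NADH and 0.2 mM pyruvate.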
D2 agonist: agonists of human D2 dopamine receptor. activation, % at 2 µM. 0.53% of 340,000 active. AID 485358. HEK293 T-REx D2 cells, calcium flux agonist mode;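 active = activation over 3 SD above normal in the single-dose calcium agonist read, cut at about 30% in these data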; also: 0% is about no effect
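Calcium-flux readout, 1 cycle/sec over 180 s following compound pin transfer, in inducible HEK293 Trex D2 cells (force-coupled); dopamine controls included. Positive calcium responses during this window marked compounds as potential agonists.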
Glioma ERSR ind: ER stress response induction in glioma; U87-MG GRP78 promoter luciferase reporter, 16 h; Potency, µM, inactives show at the top dose activation, actives largely listed as activators; 0.02% of 420,000 active; AID 602332; also: potency is read from the fitted curve at half-maximal effect; series mostly up to about 76 µM; % of control where 0% means no effect; nearly all actives have a fitted effect of over 35% in size
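Stably transfected U87-MG glioma cells carrying a GRP78-based luciferase sensor; 16 h compound incubation. Luminescence end-point read 10 min after Bright-Glo addition at room temperature.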
RGS4 inhibitor: human RGS4 inhibition | P49798 | Transcreener GDP fluorescence polarization, RGS4-accelerated GTP hydrolysis | Potency, µM (series often up to 114 µM), for inactives: at the top dose activity change, negative = inhibition, hits mostly inhibitors | 0.039% of 390,000 active | AID 504845; also: potency is read from the fitted curve at half-maximal effect; % is scaled to controls: 0 for no effect and ±100 for the full control effect; nearly all actives have a fitted effect of over 75% in size; some results filed as inactive show a strong effect at the top dose
Target sequence (P49798 whole entry, looked up): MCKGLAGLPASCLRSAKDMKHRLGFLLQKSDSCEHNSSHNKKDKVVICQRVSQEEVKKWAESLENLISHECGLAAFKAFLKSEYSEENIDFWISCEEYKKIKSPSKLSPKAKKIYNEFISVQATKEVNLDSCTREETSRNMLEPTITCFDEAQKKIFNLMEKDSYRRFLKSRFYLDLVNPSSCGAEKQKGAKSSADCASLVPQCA
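MLSMR compounds (23 nl, pin-transferred) preincubated 10 min at room temperature with a 500nM (2x) first reagent, then RGS4 at 900nM (2x) plus Transcreener GDP mix added; fluorescence polarization (620/688 nm) read before and after 90 min at 30 °C.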
Vif-A3G inh: blocks the Vif interaction with human APOBEC3G. AID 602310. 0.076% of 410,000 active. HeLa A3G-eYFP + Vif (tagged APOBEC3G with the HIV-1 protein that degrades it), YFP fluorescence, overnight. Potency, µM (series often up to 46.1 µM), for the others: at the top dose activity, negative = active, usual class: inhibitors. Q9HC16;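 also: potency is read from the fitted curve at half-maximal effect; % is scaled to controls: 0 for no effect and ±100 for the full control effect; nearly all actives have a fitted effect of over 60% in size; hits raise eYFP signal because A3G escapes Vif-driven loss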
Target sequence (Q9HC16 whole entry, looked up): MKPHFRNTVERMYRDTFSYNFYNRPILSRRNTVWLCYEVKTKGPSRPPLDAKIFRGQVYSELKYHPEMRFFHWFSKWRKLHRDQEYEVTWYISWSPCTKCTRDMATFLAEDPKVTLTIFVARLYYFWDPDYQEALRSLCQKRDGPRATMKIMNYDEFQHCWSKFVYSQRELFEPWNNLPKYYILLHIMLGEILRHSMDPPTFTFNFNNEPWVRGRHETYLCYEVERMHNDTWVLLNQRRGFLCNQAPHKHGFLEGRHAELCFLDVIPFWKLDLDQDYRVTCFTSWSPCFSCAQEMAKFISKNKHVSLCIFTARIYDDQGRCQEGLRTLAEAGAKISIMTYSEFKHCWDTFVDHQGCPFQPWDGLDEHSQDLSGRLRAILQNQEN
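Read-out is eYFP fluorescence (Ex 488/Em 500-530) from Vif-expressing HeLa A3G-eYFP cells; more signal means A3G escaped Vif-mediated degradation. Cells plated overnight, compound pinned in, incubated overnight at 37 deg C.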
ERG Ets-DNA blk: inhibitors of human ERG Ets domain-DNA interaction; 0.028% of 370,000 active; Potency, µM (titrated, usually from 76.9 µM), for inactives: at the top dose FP activity, negative = inhibition, most hits filed as inhibitors; fluorescence polarization, His-ERG Ets domain / labelled DNA; P11308; active = well fitted inhibition curve with a large enough effect in the polarisation, with a control signal flat; inconclusive = small, poorly fitted or top-dose-only effect, or effect the other way, or a change in a side signal; inactive = no such curve, though single readings can be large or run the other way; the % refers to the polarisation;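 also: polarization taken with two DNA probes labelled with fluorescein and Texas red; potency is read from the fitted curve at half-maximal effect; % of control where 0% means no effect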
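His-tagged ERG Ets domain (1 uM in the protein solution; 300mM KCl, 50mM Tris-HCl, 1mM EDTA, 1mM DTT, pH 7.5) received compound, then a probe mix of 5 nM fluorescein-DNA and 100nM Texas-615-DNA. Fluorescence polarization was read for both dyes.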
* marks the source's active call; other numbers are inactive results; [ ] = dose if it differs, or a comment. Unless noted, calls follow the shape of the dose curve; as a rule, active = well fitted curve in the direction sought with a large enough effect; inconclusive = small, poorly fitted or top-dose-only effect, or another doubt; inactive = no such curve, though single readings can be large; an effect the other way counts as inactive or inconclusive.

CC1(C)Cc2c(cnn2-c2ccccc2)C(=O)/C1=N\NC(=O)c1ccccc1O was read as Vif-APOBEC3F blk -5.2%, 12-LOX inh 200.7%[activator], D2 antagonist 1.8, LDHA inh 0.9, D2 agonist 0.0, Glioma ERSR ind 1.1%, RGS4 inhibitor -16.8%, Vif-A3G inh -9.5% and ERG Ets-DNA blk -4.7%.
COc1ccc(Nc2ccnc3ccccc23)cc1 was read as Vif-APOBEC3F blk 4.4%, 12-LOX inh 91.1%[activator], LDHA inh -4.4, Glioma ERSR ind -1.4%, RGS4 inhibitor 37.3%, Vif-A3G inh 5.6% and ERG Ets-DNA blk -0.5%.
`CCC(C)N(C(=O)COc1ccc(NC(C)=O)cc1)C1CCS(=O)(=O)C1` (configuration not stated) gave Vif-APOBEC3F blk -4.0%, 12-LOX inh 2.5%, D2 antagonist 18.9, LDHA inh -2.9, D2 agonist 1.0, Glioma ERSR ind -6.3%, RGS4 inhibitor -10.5%, Vif-A3G inh 1.9% and ERG Ets-DNA blk -3.5%.
For CC1=CC(=O)C(C(C)C)=CC1=NC(=O)c1ccc(C)cc1 the results were Vif-APOBEC3F blk -1.6%, 12-LOX inh inconclusive, D2 antagonist 4.0, LDHA inh 15.9, D2 agonist 1.8, Glioma ERSR ind -2.8%, RGS4 inhibitor inconclusive, Vif-A3G inh -1.9% and ERG Ets-DNA blk 6.0%.
COc1ccc(C2=NC(CO)(CO)CO2)cc1 was read as Vif-APOBEC3F blk -4.7%, 12-LOX inh -1.5%, D2 antagonist 5.0, LDHA inh -3.4, D2 agonist 0.4, Glioma ERSR ind -3.2%, RGS4 inhibitor -1.5%, Vif-A3G inh 0.1% and ERG Ets-DNA blk 10.1%.
`Cc1nc2nc(C)c(CCC(=O)NCc3ccc4c(c3)OCO4)c(C)n2n1` gave Vif-APOBEC3F blk 6.2%, 12-LOX inh 22.1%, D2 antagonist -5.3, LDHA inh 5.0, D2 agonist -1.4, Glioma ERSR ind -1.4%, RGS4 inhibitor -22.3%, Vif-A3G inh 2.4% and ERG Ets-DNA blk -2.4%.
For CC1CC(C)(C)CC2(C1)NC(=O)N(CC(=O)NCCc1ccc3c(c1)OCCO3)C2=O (configuration not stated) the results were Vif-APOBEC3F blk -2.1%, 12-LOX inh -3.3%, D2 antagonist 22.8, LDHA inh -0.4, D2 agonist 0.1, Glioma ERSR ind -5.6%, RGS4 inhibitor 22.0%, Vif-A3G inh -1.8% and ERG Ets-DNA blk -10.1%.
`COC(=O)C1=C(N)OC2=C(C(=O)CCC2)C1c1ccc2c(c1)OCO2` (configuration not stated) gave Vif-APOBEC3F blk 1.7%, 12-LOX inh -3.6%, D2 antagonist -13.7, LDHA inh -5.5, D2 agonist -0.6, Glioma ERSR ind -3.5%, RGS4 inhibitor 20.9%, Vif-A3G inh -1.9% and ERG Ets-DNA blk 0.9%.
`Cn1cccc1CNC(=O)Nc1ccc(Cl)cc1` gave Vif-APOBEC3F blk -5.3%, 12-LOX inh 73.4%, D2 antagonist 30.6*, LDHA inh -3.4, D2 agonist 0.0, Glioma ERSR ind 0.0%, RGS4 inhibitor -19.5%, Vif-A3G inh 0.3% and ERG Ets-DNA blk 3.8%.
`O=C(Nc1cccc(-c2cnc3ccccc3n2)c1)C1CC(=O)N(c2ccccc2)C1` (configuration not stated) gave Vif-APOBEC3F blk 0.2%, 12-LOX inh 364.4%[activator], D2 antagonist 2.3, LDHA inh -4.4, D2 agonist 0.2, Glioma ERSR ind -3.3%, RGS4 inhibitor -14.9%, Vif-A3G inh -8.6% and ERG Ets-DNA blk -17.5%.
For COc1cc(NC(=O)c2ccccc2)c(OC)cc1NC(=O)CSc1[nH]c(=O)cc(C)c1C#N the results were Vif-APOBEC3F blk 8.4%, 12-LOX inh -20.1%, D2 antagonist -13.9, LDHA inh 0.7, D2 agonist 0.3, Glioma ERSR ind -1.0%, RGS4 inhibitor -18.2%, Vif-A3G inh inconclusive and ERG Ets-DNA blk -3.5%.
For Cc1nc(SCC(=O)Nc2ccc(C)c(Cl)c2)cc(-c2ccccc2)n1 the results were Vif-APOBEC3F blk -3.0%, 12-LOX inh 0.0%, LDHA inh -3.1, D2 agonist 0.0, Glioma ERSR ind -2.9%, RGS4 inhibitor 13.2%, Vif-A3G inh -1.4% and ERG Ets-DNA blk -1.4%.
COc1ccc(CCN(C)C2CCCN(S(=O)(=O)C(C)C)C2)cc1OC (configuration not stated) was read as Vif-APOBEC3F blk 4.4%, 12-LOX inh -1.1%, D2 antagonist 7.9, LDHA inh -0.9, D2 agonist 0.1, Glioma ERSR ind -1.7%, RGS4 inhibitor -2.0%, Vif-A3G inh 2.5% and ERG Ets-DNA blk 15.8%.
O=C(NCCC1CCCCN1S(=O)(=O)c1ccccc1)C(=O)NCc1ccncc1 (configuration not stated) was read as Vif-APOBEC3F blk -4.1%, 12-LOX inh 12.3%, D2 antagonist -17.8, LDHA inh -5.1, D2 agonist -0.5, Glioma ERSR ind -5.1%, RGS4 inhibitor 2.9%, Vif-A3G inh 0.8% and ERG Ets-DNA blk 6.6%.
Cc1ccc(NC(=O)C2=CC(c3ccc(C)cc3)=NS(=O)(=O)N2C)cc1 was read as Vif-APOBEC3F blk -2.0%, 12-LOX inh 40.9%[activator], D2 antagonist -13.5, LDHA inh -2.0, D2 agonist 0.0, Glioma ERSR ind -1.7%, RGS4 inhibitor -16.4%, Vif-A3G inh 2.5% and ERG Ets-DNA blk -15.0%.
Screening O=C(COC(=O)COc1cccc(F)c1)Nc1nc2ccccc2s1 returned Vif-APOBEC3F blk 2.6%, 12-LOX inh 165.8%[activator], LDHA inh -2.2, Glioma ERSR ind -2.5%, RGS4 inhibitor 0.5%, Vif-A3G inh 2.1% and ERG Ets-DNA blk 9.3%.
Screening O=C(Nc1ccccc1)Nc1nnc(Cc2ccccc2F)s1 returned Vif-APOBEC3F blk 2.2%, 12-LOX inh 18.3%, D2 antagonist 3.9, LDHA inh -5.4, D2 agonist 0.2, Glioma ERSR ind -2.2%, RGS4 inhibitor 24.7%, Vif-A3G inh -0.5% and ERG Ets-DNA blk -9.0%.
Cc1ccc(-c2nc3c(c(SCC(=O)N4CCCCC4)n2)Cc2cc(C)ccc2O3)cc1 was read as Vif-APOBEC3F blk 3.7%, 12-LOX inh -21.3%, LDHA inh -8.8, D2 agonist 0.4, Glioma ERSR ind -3.1%, RGS4 inhibitor -1.5%, Vif-A3G inh -1.1% and ERG Ets-DNA blk -1.4%.
Screening CCOc1ccccc1N(C)C(=O)CCS(=O)(=O)c1ccc2c(c1)NC(=O)C(C)S2 (configuration not stated) returned Vif-APOBEC3F blk -1.2%, 12-LOX inh -0.5%, D2 antagonist 6.4, LDHA inh -2.8, D2 agonist 0.5, Glioma ERSR ind -5.8%, RGS4 inhibitor -56.6%[56.9 µM], Vif-A3G inh -0.9% and ERG Ets-DNA blk 2.3%.
`COc1ccc(OC)c(C(=O)CN2CCN(S(=O)(=O)c3ccc(Br)cc3)CC2)c1` gave Vif-APOBEC3F blk -2.7%, 12-LOX inh -14.3%, D2 antagonist -0.7, LDHA inh -4.1, D2 agonist -2.2, Glioma ERSR ind -0.4%, RGS4 inhibitor -22.2%, Vif-A3G inh -12.9% and ERG Ets-DNA blk -0.5%.
`CC(=O)Nc1ccc(NS(=O)(=O)c2cc(-c3n[nH]c(=O)c4ccccc34)ccc2C)cc1` gave Vif-APOBEC3F blk 8.5%, 12-LOX inh 4.4%, D2 antagonist -3.8, LDHA inh -11.5, D2 agonist -0.3, Glioma ERSR ind 0.8%, RGS4 inhibitor 20.5%, Vif-A3G inh -11.0% and ERG Ets-DNA blk 3.2%.
`Cc1cccc(NC(=S)NCCC(C)C)c1` gave Vif-APOBEC3F blk inconclusive, 12-LOX inh inconclusive, D2 antagonist -5.4, LDHA inh -9.1, D2 agonist -1.0, Glioma ERSR ind 0.8%, RGS4 inhibitor 27.0%, Vif-A3G inh 0.6% and ERG Ets-DNA blk -4.5%.
O=C(NNC(=O)c1ccccc1F)c1cccs1 was read as Vif-APOBEC3F blk 4.2%, 12-LOX inh -17.2%, D2 antagonist 23.8, LDHA inh 4.3, D2 agonist 0.1, Glioma ERSR ind -3.3%, RGS4 inhibitor -5.0%, Vif-A3G inh -1.6% and ERG Ets-DNA blk -2.1%.
Cc1c(NC(=O)C(C)OC(=O)COc2ccccc2)c(=O)n(-c2ccccc2)n1C (configuration not stated) was read as Vif-APOBEC3F blk 10.3%, 12-LOX inh 37.3%[activator], D2 antagonist 5.0, LDHA inh -0.2, D2 agonist 0.0, Glioma ERSR ind -3.7%, RGS4 inhibitor 0.1%, Vif-A3G inh -1.2% and ERG Ets-DNA blk 6.6%.
For COc1cccc(CNC(=O)CCC2CCCN(c3cc(C)nc(N(C)C)n3)C2)c1 (configuration not stated) the results were Vif-APOBEC3F blk 10.1%, 12-LOX inh -5.6%, LDHA inh -5.1, Glioma ERSR ind -3.2%, RGS4 inhibitor -2.5%, Vif-A3G inh 0.0% and ERG Ets-DNA blk -5.2%.
For Cc1ccc(S(=O)(=O)C(CNC(=O)C(=O)NCc2ccc(Cl)cc2)c2ccco2)cc1 (configuration not stated) the results were Vif-APOBEC3F blk -0.8%, 12-LOX inh inconclusive, LDHA inh -8.5, D2 agonist 0.1, Glioma ERSR ind -3.7%, RGS4 inhibitor 29.9%, Vif-A3G inh -0.1% and ERG Ets-DNA blk -0.4%.

This is a subset. The share of hits here may be higher or lower than overall.
